CDK5 p35 inh – blocks human CDK5/p35 kinase activity; Q00535+Q15078; Recombinant CDK5/p35, ADP-Glo luminescence, 60 min; inhibition, % at 10 µM; actives 0.01% (n = 330,000);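 active = highest replicate inhibition of at least 50% and at least 75% of replicates reaching 50%; inconclusive = only one of the two criteria met; inactive = both criteria failed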;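 note: plate controls were DMSO neutral control for no effect and GW8510 at 10 µM for full effect; many of its hits are not listed in these tables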
Wnt bcat act – Wnt/beta-catenin pathway activation. Wnt/beta-catenin reporter cell assay, activator, plate reader. activation, % at 9.35 µM. actives 1.2% (n = 300,000). AID 743398; in the data active = activation above about 30%, passing the limit was not always enough; inconclusive = no clear call, values can overlap the other calls;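 note: 0% = neutral control wells and 100% = positive control wells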
SR-BI DiI inh – blocks mouse SR-BI lipid uptake from DiI-HDL. AID 488896. Q61009. ldlA[mSR-BI] CHO cells, DiI-HDL uptake fluorescence, 3 h. inhibition, % at 12.5 µM. actives 0.96% (n = 320,000);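 active = mean replicate inhibition of at least 70% and a set share of replicates each scoring 70 or more; inconclusive = meets just one of the two criteria; inactive = fails both criteria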;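 note: 0% = median of neutral control wells and 100% = median of positive control wells; values of inactives mirror those of a sister screen read the other way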
MITF act – MITF TRPM1 promoter activation in melanoma cells; AID 588334; activation, % at 12.5 µM; actives 0.75% (n = 300,000); SK-MEL-5 TRPM1-promoter luciferase, 24 h; % of positive control, neutral wells = 0;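 active = mean activation of at least 80% with every replicate also reaching 80%; inconclusive = mean reaches 80% but some replicate falls short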;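 note: 0% = neutral control wells and 100% = parthenolide positive control wells; values of inactives mirror those of a sister screen read the other way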
dFosB activator – mouse delta FosB homodimer activation; AID 493131; actives 0.99% (n = 340,000); purified delta FosB, TAMRA-CDK5 oligo fluorescence polarization; percent of positive-control signal above neutral wells; P13346; activation, % at 25 µM;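 active = mean activation above about 17%, with every replicate also reaching it, limit read from the data, passing the limit was not always enough; inconclusive = only one of the two conditions met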;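 note: fluorescence polarization rise as delta FosB binds a TAMRA Cdk5 AP-1 oligo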
Target sequence (P13346 whole entry, looked up): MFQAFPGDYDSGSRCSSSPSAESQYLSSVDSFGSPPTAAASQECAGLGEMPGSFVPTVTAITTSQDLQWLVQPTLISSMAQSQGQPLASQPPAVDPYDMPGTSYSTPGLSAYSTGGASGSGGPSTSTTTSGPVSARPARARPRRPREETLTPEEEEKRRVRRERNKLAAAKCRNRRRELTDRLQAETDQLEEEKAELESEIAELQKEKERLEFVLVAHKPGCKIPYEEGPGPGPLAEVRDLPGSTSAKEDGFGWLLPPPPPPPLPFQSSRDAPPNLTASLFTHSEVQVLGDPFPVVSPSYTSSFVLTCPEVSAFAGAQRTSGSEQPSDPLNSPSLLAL
cardiac RTF act – cardiac RTF calcium sensitization. IANBD-labeled TnC RTF fluorescence at EC20 calcium; 0% EC20 calcium, 100% full calcium. activation, % at 7.2 µM. actives 0.24% (n = 340,000). P19429+P45379;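 active = activation above the mean over all tested compounds plus 3 SD, cut at about 30% in these data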;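 note: rise in fluorescence read as greater calcium sensitivity of cardiac thin filaments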
SR-BI DiI-HDL act – enhances SR-BI lipid uptake from DiI-HDL; CHO ldlA[mSR-BI] cells, DiI-HDL uptake fluorescence, 3 h; 100 = double the neutral-control signal; activation, % at 12.5 µM; actives 0.096% (n = 320,000); AID 504775;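 active = mean replicate activation of at least 60% and every replicate at or above 60%; inconclusive = mean or all-replicate condition met, but not both; inactive = mean below 60% and not all replicates reaching 60%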;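 note: 0% = median plate neutral-control signal and 100% = twice that signal; values of inactives mirror those of a sister screen read the other way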
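System: CHO ldlA[mSR-BI] cells / Medium: HEPES-buffered (25 mM, pH 7.4) F12 plus 0.5% BSA / Probe or stimulus: labelled HDL, 10 µg/mL / Doses: single compound concentration, delivered by pin transfer / Schedule: 3 h, 37 °C / Measured by: DiI fluorescence, bottom read / Measure: cell-associated DiI fluorescence as measure of HDL uptake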
PvdQ inh – P. aeruginosa PvdQ acylase inhibition. purified PvdQ acylase, fluorescence plate reader. inhibition, % at 10 µM. actives 0.063% (n = 340,000). AID 488965; in the data active = inhibition above about 30%, passing the limit was not always enough; inconclusive = no clear call, values can overlap the other calls;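 note: 0% = vehicle neutral wells and 100% = reference inhibitor wells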
HTR5A ag ctr – activates human HTR5A in OPRM1-OPRD1 agonist counter-screen | HTR5A agonist assay, luminescence, cell-based | actives 0.61% (n = 340,000) | activation, % at 9.3 µM; in the data active = activation mostly above about 9.5%, no sharp cut-off; inactive = mostly below about 7.6%;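 note: 0% = cells with vehicle only and 100% = reference agonist; strong numbers were not always called active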
Target sequence (P47898 whole entry, looked up): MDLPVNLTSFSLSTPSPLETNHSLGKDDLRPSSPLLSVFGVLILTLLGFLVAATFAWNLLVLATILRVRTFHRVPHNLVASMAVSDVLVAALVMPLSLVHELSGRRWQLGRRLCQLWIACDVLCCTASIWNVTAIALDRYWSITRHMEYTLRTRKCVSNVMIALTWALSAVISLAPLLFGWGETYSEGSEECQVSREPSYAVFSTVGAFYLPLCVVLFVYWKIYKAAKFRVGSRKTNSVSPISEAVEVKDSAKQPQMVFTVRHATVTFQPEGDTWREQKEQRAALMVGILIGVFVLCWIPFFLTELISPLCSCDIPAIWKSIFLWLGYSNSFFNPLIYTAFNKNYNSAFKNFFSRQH
Rtt109 HAT inh – C. albicans Rtt109 histone acetyltransferase inhibition | purified Rtt109/Vps75, ThioGlo CoA-SH fluorescence, 4 h | inhibition, % at 34.9 µM | actives 0.16% (n = 330,000) | AID 540336;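 active = inhibition of at least 50% in every replicate; inconclusive = best replicate reaches 50% inhibition but some replicates fall short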
Target sequence (Q5AAJ8 whole entry, looked up): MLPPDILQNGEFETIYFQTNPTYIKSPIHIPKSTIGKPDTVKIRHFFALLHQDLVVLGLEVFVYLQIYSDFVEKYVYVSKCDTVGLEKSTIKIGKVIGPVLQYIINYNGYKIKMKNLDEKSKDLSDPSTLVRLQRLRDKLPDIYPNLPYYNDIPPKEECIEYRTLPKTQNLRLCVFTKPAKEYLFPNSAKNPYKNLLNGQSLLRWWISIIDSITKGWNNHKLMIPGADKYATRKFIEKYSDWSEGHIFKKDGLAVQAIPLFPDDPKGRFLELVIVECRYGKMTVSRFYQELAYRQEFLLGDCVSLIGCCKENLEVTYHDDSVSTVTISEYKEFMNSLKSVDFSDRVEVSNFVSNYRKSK
Active calls of the source: *; ? = inconclusive; nt = no result given.

SMILES | CDK5 p35 inh | Wnt bcat act | SR-BI DiI inh | MITF act | dFosB activator | cardiac RTF act | SR-BI DiI-HDL act | PvdQ inh | HTR5A ag ctr | Rtt109 HAT inh
COc1ccc(NC(=O)c2cc3ccccc3o2)cc1S(=O)(=O)N1CCCCC1 | 0.6 | -5.1 | 39.6 | 6.8 | -10.9 | -1.6 | -39.6 | -1.8 | 4.0 | -1.3
CCCCC(CC)C(=O)Nc1cc(C(=O)NCc2ccc(C)cc2)ccc1N1CCC2(CC1)CC(c1ccccc1)=NO2 (configuration not stated) | 1.2 | -4.2 | 30.8 | 5.0 | -3.0 | 9.5 | -30.8 | -16.1 | -3.8 | -0.2
Cc1nnc(SCc2cc(=O)n3[nH]cnc3n2)s1 | -3.0 | nt | -24.2 | nt | -2.0 | 2.8 | 24.2 | -2.2 | -1.6 | -9.0
CC(=O)N1CCc2cc(N=NC3=C(O)CCCC3=O)ccc21 | 1.3 | 28.9 | -13.9 | 21.7 | -3.0 | 7.2 | 13.9 | -7.6 | -1.5 | 9.1
CC(=O)NCCc1nc2ccccc2n1CCOc1cccc(C)c1 | 1.0 | 1.0 | nt | 9.3 | -4.0 | 1.8 | nt | -12.4 | -4.1 | -4.2
Cc1ccccc1-c1nc(CS(=O)(=O)CC(=O)N2CCOCC2)c(C)o1 | 1.6 | -1.0 | -0.3 | 15.2 | -21.1 | -1.4 | 0.3 | -2.8 | -3.6 | -1.4
Cc1nc2c(=O)[nH]c(=S)n(C)c2nc1C | -2.3 | -1.8 | -35.0 | -9.8 | -1.0 | -2.8 | 35.0 | 4.4 | -4.0 | 2.2
C[C@H]1CN([C@@H](C)CO)C(=O)c2cccc(NC(=O)C3CC3)c2O[C@H]1CN(C)C(=O)Nc1ccc2c(c1)OCO2 | -1.5 | 1.2 | -13.9 | 10.2 | 0.1 | 2.9 | 13.9 | -10.4 | -3.1 | -2.2
C=CCn1c(C(C)NC(=O)CC)nc2ccccc21 (configuration not stated) | -0.3 | 0.9 | 0.4 | -3.4 | -1.5 | 4.1 | -0.4 | 10.2 | -5.6 | 19.5
OCC1OC(c2ccccc2)OC2COC(c3ccccc3)OC12 (configuration not stated) | -0.2 | 0.3 | 1.8 | 27.2 | -2.4 | -6.5 | -1.8 | -15.6 | 3.1 | 5.1
Clc1ccc(-c2nnc(-c3ccccc3Cl)o2)cc1 | 0.9 | nt | 5.4 | 38.1 | -8.1 | 0.3 | -5.4 | 3.3 | 2.1 | -9.4
Cc1cccc(NS(=O)(=O)c2ccc(C(=O)NCC3(N4CCCCC4)CCCCC3)cc2)c1C | -5.6 | 6.2 | 1.9 | 18.7 | -4.6 | 7.2 | -1.9 | -16.4 | 1.3 | -1.0
CC(C)C[C@@H](CNCC(=O)[C@H](Cc1c[nH]c2ccccc12)NC(=O)c1[nH]cnc1C(=O)N[C@@H](C)CN)NC(=O)c1nc[nH]c1C(=O)N[C@@H](CC(=O)O)C(=O)O | -2.3 | -1.0 | -21.8 | -4.8 | -10.4 | -2.8 | 21.8 | 4.3 | 1.6 | -3.9
O=C(c1ccccc1Cl)N1CCN(S(=O)(=O)N2CCCCC2)CC1 | -6.1 | -5.2 | -3.4 | 3.8 | 0.8 | 4.2 | 3.4 | -11.6 | -0.9 | 8.5
Cc1ccc2c(c1)c1nc3ccccc3nc1n2C | 0.2 | 4.6 | 23.6 | nt | -16.0 | 2.0 | -23.6 | 18.9 | -0.7 | 2.7
O=C(Nc1cnn(Cc2ccc(Cl)cc2)c1)c1cnccn1 | 0.3 | -4.5 | 4.6 | -7.4 | -3.5 | -5.1 | -4.6 | -9.5 | -1.7 | 8.2
COc1cnc(-c2ccccn2)nc1Sc1ccc(Cl)cc1 | -0.7 | 1.6 | -13.0 | -12.4 | -8.7 | -4.4 | 13.0 | -6.2 | -7.8 | 5.2
O=C(CNC(=O)c1cc(Cl)cc([N+](=O)[O-])c1)OCC(=O)N1CCCCC1 | -3.5 | -0.2 | 0.2 | -29.8 | -6.2 | 0.2 | -0.2 | -10.4 | 1.4 | 2.3
COc1ccc(NC(=O)c2ccc(-c3nn(C)c(=O)c4ccccc34)cc2)cc1 | 2.7 | -2.3 | 60.4 | -1.6 | 1.0 | -5.7 | -60.4 | -5.4 | 1.8 | -5.1
O=C(NC1CCCC1)c1cc2c(=O)n3ccccc3nc2s1 | 0.7 | ? | 5.3 | 45.2 | -16.1 | -2.7 | -5.3 | -17.2 | -0.7 | -130.9
Cc1ccc(O)c(N=Nc2nccs2)c1 | -4.9 | 24.0 | -15.7 | -18.8 | 2.5 | -2.1 | 15.7 | -11.5 | 3.3 | 3.0
O=C(COC(=O)C1CCN(S(=O)(=O)c2cccs2)CC1)NCc1ccccc1 | -0.8 | 8.5 | -19.4 | -8.3 | -3.9 | 2.8 | 19.4 | -6.8 | 3.8 | -15.0
Cc1cccc(/C=C/C(=O)c2ccc([N+](=O)[O-])o2)c1 | 0.2 | -27.6 | -11.5 | nt | -2.7 | -0.9 | 11.5 | 13.0 | 1.6 | 11.4
O=C(CCc1ccccc1)Nc1nnc(-c2ccccn2)o1 | -0.3 | 0.2 | -26.7 | 17.3 | -5.8 | -4.5 | 26.7 | -0.9 | 3.8 | -29.6
COc1ccc(C2CC2/C(C)=N/OC(=O)c2cccs2)cc1 (configuration not stated) | -0.8 | 0.9 | nt | -1.7 | -7.6 | 2.6 | nt | 8.7 | -4.4 | 21.3
O=C(Nc1nnc(COc2ccccc2)s1)c1ccco1 | 0.8 | 4.4 | -8.5 | nt | -6.7 | -15.7 | 8.5 | 3.9 | 7.9 | -2.4
CCOC(=O)[C@@H]1[C@H]2COc3cc(OC)ccc3[C@@H]2N2C(=O)N(c3cccc(Cl)c3)C(=O)[C@]12C | -0.5 | nt | -3.1 | -2.5 | 4.9 | 2.9 | 3.1 | -4.1 | -0.8 | 3.3
COC(=O)[C@H](Cc1ccccc1)NC(=O)N1Cc2ccccc2C[C@H]1C(=O)OC | -0.9 | -1.2 | -24.6 | -5.6 | -7.7 | -1.2 | 24.6 | -10.9 | 1.4 | -12.7
O=C(CCC1CCCCC1)NCc1cccnc1 | 1.0 | 0.1 | -16.8 | nt | 4.6 | -1.4 | 16.8 | -17.2 | 2.0 | 9.0
CN1c2ccccc2C2(C)CCCC3=Cc4cccc([N+](=O)[O-])c4OC312 (configuration not stated) | -0.3 | nt | 17.8 | -7.1 | -3.7 | 7.0 | -17.8 | 2.1 | -0.4 | 13.2
CN(Cc1ccccc1Cl)C(=O)CNC(=O)C12CC3CC(CC(C3)C1)C2 | -0.2 | 0.7 | -4.8 | nt | -0.2 | -1.0 | 4.8 | -18.4 | 4.1 | -5.0
Clc1ccc2c(c1)C(c1cccs1)=NNC(c1cccnc1)=N2 | 1.0 | -3.1 | 6.1 | -13.9 | -5.3 | -4.6 | -6.1 | 2.0 | 5.6 | 0.4
O=C(CCc1ccccc1)Nc1cc(S(=O)(=O)N2CCOCC2)ccc1N1CCCC1 | 1.4 | -2.8 | -3.7 | 11.1 | -3.1 | -8.2 | 3.7 | 16.6 | 9.2 | -0.9
O=C(Nc1ccnn1C1CCN(C2CCCC2)CC1)c1ccccc1 | -1.5 | 0.4 | -11.9 | 1.1 | 0.1 | -2.7 | 11.9 | -15.0 | -1.1 | 1.9
COC(=O)c1ccc(C)c(NC(=O)CCSc2ccc(C)cc2)c1 | nt | nt | 6.4 | 10.7 | 2.5 | 1.6 | -6.4 | -2.6 | -0.4 | 12.7
O=C(Nc1ccc(F)cc1)c1cc(S(=O)(=O)N2CCCCC2)ccc1F | -1.2 | -2.5 | 17.0 | -4.4 | -7.1 | -1.0 | -17.0 | -3.1 | -3.4 | 9.2
Cc1nc(CSc2n[nH]c(=O)n2-c2cccc(F)c2)cs1 | 1.7 | -1.5 | -10.3 | 0.7 | 1.7 | -0.6 | 10.3 | -10.5 | -0.1 | -3.5
C=CCn1cc(C(=O)NCC2CCCO2)c(=O)c2cc(S(=O)(=O)N3CCCCCC3)ccc21 (configuration not stated) | -0.4 | 8.1 | -13.4 | nt | -15.5 | 3.2 | 13.4 | -9.7 | -2.0 | 8.2
COc1ccc(C(=O)Nc2ccc(Nc3ccccc3)cc2)cc1[N+](=O)[O-] | 0.6 | -0.2 | 55.1 | nt | -2.2 | -3.1 | -55.1 | 1.6 | -2.3 | -1.1
Cc1cc(CNC(=O)c2ccc3c(c2)OCO3)c2ccccc2n1 | -1.8 | -5.8 | -2.4 | -2.8 | -1.4 | -2.3 | 2.4 | -6.2 | 0.6 | 3.7
CCn1c(CNc2ccccc2Cl)nnc1SCC(=O)OC1CCCCC1 | 0.6 | nt | 27.2 | -1.4 | -3.1 | 0.9 | -27.2 | -2.0 | -6.6 | 2.2
O=C(c1cnn(C(=O)c2ccco2)c1)c1cc(F)ccc1O | -0.1 | -0.4 | -3.8 | 8.3 | -4.5 | 1.3 | 3.8 | -14.2 | -6.0 | -3.4
CC(C)NS(=O)(=O)c1ccc(NC(=O)Cc2ccsc2)cc1 | 1.5 | 2.8 | nt | 5.2 | -3.7 | -3.3 | nt | -18.5 | 0.2 | 1.0
Cc1ccccc1NC(=O)c1ccccc1NC(=O)Cc1cccc2ccccc12 | 1.2 | -6.5 | 9.8 | -9.2 | 15.8 | 8.2 | -9.8 | -4.1 | -0.7 | 27.9
COC(=O)/C=C/c1ccccc1CN1[C@@H](CC(=O)OC)c2ccccc2S1(=O)=O | 0.5 | -2.2 | -7.7 | 1.0 | -9.2 | -5.8 | 7.7 | -13.1 | -1.4 | -2.3
CCCN(CCC)c1ncnc2c1cnn2-c1ccc(OC)cc1 | -1.4 | nt | 35.1 | 128.3* | -7.2 | 4.6 | -35.1 | -8.5 | -7.5 | 0.8
Cc1c(Cl)c([N+](=O)[O-])nn1CCCC(=O)Nc1cc(Cl)ccc1Cl | 0.5 | -6.0 | -14.8 | 13.9 | -4.7 | -2.2 | 14.8 | -13.0 | -2.4 | -4.9
CC(=O)c1cccc(Nc2cc(C)nc3ccc(C)cc23)c1 | -2.0 | 1.5 | -12.0 | -9.8 | -5.9 | 21.7 | 12.0 | -9.8 | -3.1 | 3.0
CC(Oc1ccc(Cl)cc1C(N)=O)C(=O)N1CCc2ccccc21 (configuration not stated) | -1.4 | -2.9 | 21.0 | -5.8 | -9.0 | 1.6 | -21.0 | -10.8 | 0.7 | -6.3
Clc1ccc(-c2ccc(C=Nc3ccc(N4CCOCC4)cc3)o2)c(Cl)c1 | -2.1 | 0.0 | -97.2 | -11.2 | -2.9 | 6.4 | ? | -0.4 | 7.5 | -3.5
CCCCOc1ccc(CONS(=O)(=O)c2ccc(NC(C)=O)cc2)cc1Cl | 0.8 | nt | 9.5 | 8.3 | -17.6 | 2.1 | -9.5 | 9.8 | 0.1 | 2.9

This is a random part of the collection. Share with any hit: about 4.4%.
